# Assay outcomes as filed in PubChem BioAssay.
# EPAC1 agonist = agonists of human EPAC1 | 360,000 tested, 0.073% active | Potency, µM (series often up to 154 µM), for inactives: top-dose activation, most hits filed as activators | O95398 | EPAC1 agonist qHTS, biochemical assay; response scale: 100% = response to 6.5 mM cAMP; further: potency means the concentration at half of the fitted maximal effect; nearly all actives have a fitted effect of over 60% in size
#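 Normalized to 6.5 mM cAMP, activity reflects EPAC1-catalysed release of BODIPY-GDP from Rap1B, followed kinetically over 30 min at 480 nm excitation, 540 nm emission. Reaction contained 100 nM EPAC1, 250 nM Rap1B-BODIPY-GDP, 50 uM GDP.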
# EPAC1 antag = antagonists of human EPAC1. O95398. EPAC1 GEF assay, Rap1b-BODIPY-GDP exchange fluorescence. Potency, µM (highest dose often 115 µM), without a hit: at the highest dose activity change, negative = inhibition, usual class: inhibitors. 360,000 tested, 0.14% active;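 further: potency means the concentration at half of the fitted maximal effect; plate controls were vehicle for no effect and positive control for full effect; nearly all actives have a fitted effect of over 50% in size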
# IL-2 act = activates IL-2 in a cell-based reporter assay; 360,000 tested, 0.065% active; activation, % (series mostly up to about 46 µM); AID 652025; IL-2 activation reporter assay, cell-based qHTS; stimulated with anti-CD3/CD4/CD28 beads; in transgenic mouse T cells; in the data active means activation above about 50%; inconclusive means mostly about 30% to 49%; further: 0% is about no effect
#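 Readout: EGFP and DsRed signals by fluorescent plate cytometry. Unstimulated transgenic mouse T cells received compound 60 min before antibody-bead stimulation, then incubated 18 h at 37 degrees C.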
# Abeta yeast res = A-beta toxicity reversal in yeast; yeast expressing A-beta42, growth rescue, OD600, 48 h; response scale: 0% DMSO, 100% iron-clioquinol control; Potency, µM (titrated, usually from 46.1 µM), without a hit: at the top dose growth rescue, hits mostly activators; 410,000 tested, 0.063% active; AID 1347071; further: potency means the concentration at half of the fitted maximal effect; nearly all actives have a fitted effect of over 55% in size
#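 Growth rescue measured by 600 nm absorbance after 48 h yeast culture at 30 C with compound. Values normalized between DMSO and an equimolar ferric chloride plus clioquinol control.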
# WRN helicase inh = WRN helicase (human) inhibition; WRN helicase unwinding, fluorescent forked duplex, kinetic; Potency, µM (top dose mostly 114 µM), without a hit: at the highest dose activity change, negative = inhibition, usual class: inhibitors; Q14191; 360,000 tested, 0.46% active; further: potency means the concentration at half of the fitted maximal effect; on the % scale 0 is the no-effect control and ±100 the full control effect; nearly all actives have a fitted effect of over 55% in size
#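 WRN at 20 nM final was preincubated with compound for 15 min at room temperature; reaction started with 100 nM forked duplex oligonucleotide carrying fluorophore and quencher plus 2 mM ATP (final). Unwinding followed kinetically by red fluorescence (ex 525/em 598 nm).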
# FUS yeast rescue = FUS proteinopathy suppression in yeast | 390,000 tested, 0.24% active | S. cerevisiae FUS-expressing, growth rescue, OD600, 24 h | AID 1347120 | Potency, µM (titrated, usually from 76.6 µM), without a hit: top-dose growth rescue (activation), hits mostly activators;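 further: potency means the concentration at half of the fitted maximal effect; plate controls were DMSO vehicle for no effect and reference control for full effect; nearly all actives have a fitted effect of over 55% in size; some results filed as inactive show a strong effect at the top dose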
#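 Steps: raffinose overnight preculture; dilution to OD 0.005 in 2% galactose minimal medium; compound addition (concentration series); 24hr at 30C, 99% humidity; absorbance read at 600 nm.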
# PLK1 PBD inh = PLK1 (human) polo-box domain binding inhibition; P53350; Plk1 PBD binding of FITC phosphopeptide, fluorescence polarization; Potency, µM, for inactives: max response, negative = inhibition, actives largely listed as inhibitors; 360,000 tested, 2.8% active; further: potency means the concentration at half of the fitted maximal effect; series mostly up to about 57 µM; on the % scale 0 is the no-effect control and ±100 the full control effect; nearly all actives have a fitted effect of over 65% in size
# Target sequence (P53350 whole entry, looked up, the tested form may be a part): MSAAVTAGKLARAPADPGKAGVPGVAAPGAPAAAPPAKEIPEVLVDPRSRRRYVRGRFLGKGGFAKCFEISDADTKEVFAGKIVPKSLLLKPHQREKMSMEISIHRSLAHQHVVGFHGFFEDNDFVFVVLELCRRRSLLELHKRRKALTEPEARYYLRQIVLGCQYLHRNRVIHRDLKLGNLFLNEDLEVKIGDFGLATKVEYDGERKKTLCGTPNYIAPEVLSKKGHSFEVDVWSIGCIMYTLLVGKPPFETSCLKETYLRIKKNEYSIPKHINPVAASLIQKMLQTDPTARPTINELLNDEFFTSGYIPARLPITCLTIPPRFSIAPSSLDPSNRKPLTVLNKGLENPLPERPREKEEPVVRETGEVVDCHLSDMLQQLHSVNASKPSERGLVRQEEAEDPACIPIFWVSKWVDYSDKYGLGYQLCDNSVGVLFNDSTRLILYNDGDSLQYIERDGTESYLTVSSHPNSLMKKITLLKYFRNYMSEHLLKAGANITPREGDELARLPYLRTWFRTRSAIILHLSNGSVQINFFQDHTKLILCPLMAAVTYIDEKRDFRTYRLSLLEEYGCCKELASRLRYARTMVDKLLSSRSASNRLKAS
# PI5P4K alpha inh = blocks human PI5P4K alpha kinase activity | P48426 | PI5P4Kalpha enzyme, ADP-Glo luminescence, 60 min; active compounds read low | max response, % | 330,000 tested, 1.2% active; active means max response of -50% or lower; inconclusive means between -30% and -50%; inactive means -30% or higher; further: value at the top dose of about 77 µM; on the % scale 0 is the no-effect control and ±100 the full control effect
# Target sequence (P48426 whole entry, looked up): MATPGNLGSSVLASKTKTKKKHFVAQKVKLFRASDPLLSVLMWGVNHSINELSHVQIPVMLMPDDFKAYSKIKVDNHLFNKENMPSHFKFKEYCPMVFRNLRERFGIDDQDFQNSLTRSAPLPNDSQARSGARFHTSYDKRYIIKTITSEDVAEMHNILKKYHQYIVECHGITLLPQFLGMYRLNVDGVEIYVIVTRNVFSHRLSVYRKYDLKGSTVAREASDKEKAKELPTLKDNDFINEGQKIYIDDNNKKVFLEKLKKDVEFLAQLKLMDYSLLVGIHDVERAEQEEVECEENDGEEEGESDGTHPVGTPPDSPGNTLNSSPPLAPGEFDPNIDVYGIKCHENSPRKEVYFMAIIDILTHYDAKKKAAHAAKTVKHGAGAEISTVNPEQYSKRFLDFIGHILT
#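 Single end-point luminescence (ADP-Glo) quantified ADP from PI5P4Kalpha turnover; ATP 5 microM final, 1 h at RT, 0.1% CHAPS and 0.28 mM EGTA in HEPES pH 7.4.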
# * marks the source's active call; other numbers are inactive results; ? = inconclusive; · = not tested or not shown; & = joins results of further samples; [ ] = remark or other dose. Unless noted, the call rests on the fitted dose curve; in most records, active means well fitted curve in the direction sought with a large enough effect; inconclusive means small, poorly fitted or top-dose-only effect, or another doubt; inactive means no such curve, though single readings can be large; an effect the other way counts as inactive or inconclusive.
Molecule | EPAC1 agonist | EPAC1 antag | IL-2 act | Abeta yeast res | WRN helicase inh | FUS yeast rescue | PLK1 PBD inh | PI5P4K alpha inh
CS(=O)(=O)N(CC(=O)N1CCN(c2ccc(F)cc2)CC1)c1ccc(F)c(Cl)c1 | 17% | 0% | -3.9 | ? | -2% | 25% | -9% | ·
COc1ccc(S(=O)(=O)NC(C)C(=O)Nc2ccccc2F)cc1 (stereo not drawn) | 2% | 15% | -1.1 | -4% | 1% | 9% | -20% | -17
CC(=O)c1ccc(N2CCN(C(=O)/C=C/c3cccs3)CC2)cc1 | 17% | -14% | 1.3 | 0% | 5% | 6% | -7% | 0
Cc1cc2cc(CN(CC3CCCO3)C(=O)c3cnccn3)c(=O)[nH]c2cc1C (stereo not drawn) | 5% | -7% | 1.6 | 0% | 6% | -2% | -8% | 1
O=C(/C=C/c1ccc(Cl)cc1)N1CCN(c2ccc(Cl)cc2[N+](=O)[O-])CC1 | 10% | -2% | -0.1 | -16% | -6% | 0% | -2% | -2
CC(C)(C)C(=O)Nc1cc2c3c(c1)CCC(=O)N3CCC2 | 4% | 0% | 1.2 | -4% | 1% | -9% | 2% | 0
Cc1ccsc1CNC1C2CC3CC(C2)CC1C3 (stereo not drawn) | 3% | 5% | 0.0 | 7% | -2% | 0% | 1% | 0
Cc1c(NC(=O)COC(=O)/C=C/c2ccc(Cl)cc2)c(=O)n(-c2ccccc2)n1C | 0% | 11% | 1.3 | -7% | -9% | 12% | -5% | 11
O=C(c1ccccc1NS(=O)(=O)c1cccc(C(F)(F)F)c1)N1CCc2ccccc21 | -36%[inhibitor] | -13% | -2.3 | 20% | -21%[57.1 µM] | 6% | -4% | -5
O=C(CC1c2ccccc2C=C(c2ccsc2)N1c1ccc(-c2cccnc2)cc1)C1CC1 (stereo not drawn) | -14% | -4% | 1.8 | -7% | 0% | 41% | -1% | -3
Cc1cccc2c(CC(=O)O)noc12 | -6% | -20% | 0.0 | -5% | -14% | · | -7% | 6
CC(OC(=O)CCN=C1NS(=O)(=O)c2ccccc21)C(=O)N(C)c1ccccc1 (stereo not drawn) | 6% | 1% | 0.3 | -7% | -15% | -3% | -3% | 5
COc1ccc(C(=O)NNC(=O)C(=O)Nc2ccc(C)c(Cl)c2)cc1 | -5% | -11% | -0.9 | -18% | 1% | -2% | 27µM* | -22
O=S(=O)(Nc1ccc(-n2cnnn2)cc1)c1cccc(Cl)c1 | 0% | 12% | 0.9 | -2% | -1% | -10% | 1% | -6
N#Cc1ccc(/C=C/C(=O)c2ccccc2)cc1 | 16% | -20% | -3.4 | 17% | -31% | -17% | -26% | 4
Oc1nc(Nc2ccc(Cl)cc2Cl)sc1/C=C1\C=Nc2ccccc21 | 2% | 9% | -0.1 | -10% | ? | · | -12% | -57*
COC(=O)c1c(C)nc(C)c(C(=O)OC)c1-c1cccs1 | -9% | 15% | -0.7 | -21% | 4% | 16% | -16% | 4
Cc1cc(C(=O)NC2CC(C)(C)Cc3c2cnn3-c2ccc(F)cc2)nn1C (stereo not drawn) | -7% | 1% | -3.6 | 9% | -9% | 3% | ? | -3
COc1ccc(CN2C(=O)C(C)Nc3ncnc(N4CCN(c5ccccc5)CC4)c32)cc1 (stereo not drawn) | 1%&3% | -14%&-7% | -0.4&0.1 | -14%&6% | -8%&-4% | ? | -16%&1% | -13&0
COc1ccc(S(=O)(=O)N2CCCCCC2)cc1C(=O)NCc1ccccc1Cl | 6% | -20% | -0.3 | 5% | -11% | 0% | -6% | 9
COC(=O)C1CSC(C(=O)OC)N1C(=O)CN1CC(C)OC(C)C1 (stereo not drawn) | 3% | -1% | -0.6 | -4% | 10% | 19% | -7% | ·
CC(=O)N1CCSc2ccc(S(=O)(=O)Nc3ccccc3C)cc21 | -15% | -12% | -3.8 | -9% | 0% | 9% | -6% | -4
C[C@H](NC(=O)c1ccccc1)C(=O)OCC(=O)Nc1ccc2c(c1)OCO2 | -8% | ? | 1.0 | -6% | -4% | -2% | -6% | -1
Cc1nc2ccccc2cc1C(=O)NCc1ccccc1 | 2% | 4% | -0.8 | 12% | -22% | 11% | -20% | 4

# Limited to PI5P4K alpha inh and EPAC1 agonist (6 entries from above):
structure | PI5P4K alpha inh | EPAC1 agonist
Oc1nc(Nc2ccc(Cl)cc2Cl)sc1/C=C1\C=Nc2ccccc21 | -57* | 2%
COC(=O)c1c(C)nc(C)c(C(=O)OC)c1-c1cccs1 | 4 | -9%
Cc1cc(C(=O)NC2CC(C)(C)Cc3c2cnn3-c2ccc(F)cc2)nn1C (stereo not drawn) | -3 | -7%
COc1ccc(CN2C(=O)C(C)Nc3ncnc(N4CCN(c5ccccc5)CC4)c32)cc1 (stereo not drawn) | -13&0 | 1%&3%
COc1ccc(S(=O)(=O)N2CCCCCC2)cc1C(=O)NCc1ccccc1Cl | 9 | 6%
COC(=O)C1CSC(C(=O)OC)N1C(=O)CN1CC(C)OC(C)C1 (stereo not drawn) | · | 3%

# More compounds follow.
Molecule | EPAC1 agonist | EPAC1 antag | IL-2 act | Abeta yeast res | WRN helicase inh | FUS yeast rescue | PLK1 PBD inh | PI5P4K alpha inh
COc1ccc(CN2CCN(S(=O)(=O)c3ccc(NC(C)=O)cc3)CC2)cc1 | 1% | -1% | -4.2 | -7% | 9% | -24% | -4% | 0
CCOC(=O)C1=C(C)N(C[C@@H]2CC[C@@H](Cc3ccc(-c4ccccc4)cc3)O2)C(=O)NC1C1CC1 (stereo partly drawn) | 7% | -4% | -0.9 | 6% | -4% | 36% | -6% | 13
Cc1ccc(S(=O)(=O)Nc2ccc(-c3csc(-c4ccccc4)n3)cc2)cc1 | ? | -4% | -1.0 | 21% | -28%[57.1 µM] | 19% | 2% | 2
CCCCNc1nc2ccccc2nc1NS(=O)(=O)c1cccs1 | -2% | 2% | 0.1 | -7% | 1% | 40% | -15% | 4
CCN(CC)C(=O)n1c(Cc2ccccc2)nc2ccccc21 | -2% | -3% | -0.1 | 12% | -22% | 11% | -3% | 6
COc1ccc(CNC(=O)C(C)OC(=O)CN2C(=O)COc3ccccc32)cc1 (stereo not drawn) | 13% | 3% | 1.4 | -2% | -1% | 5% | -10% | -7
Cc1cccc(NC(=O)[C@H](C)NC(=O)[C@@H]2Cc3ccccc3CN2C(=O)OC(C)(C)C)c1 | -8% | 6% | -0.1 | 8% | 8% | 13% | -1% | 3
C=C(C)CN(CC)C(=O)CN1C(=O)NC2(CCc3ccccc32)C1=O (stereo not drawn) | 3% | ? | -0.1 | 3% | -2% | 3% | -6% | 3
COCCC1CCCCN1C(=O)c1cccc(OC2CCN(S(C)(=O)=O)CC2)c1 (stereo not drawn) | -4% | -3% | 0.1 | 8% | -11% | · | 3% | -6
CC1CC(C)CN(C(=O)COC(=O)c2ccc3ccccc3n2)C1 (stereo not drawn) | -5% | 3% | 0.7 | 7% | -3% | · | 0% | 4
CCCCN(C=O)c1c(CC)nc2c(OCc3ccccc3C)cccn12 | -3% | -6% | -0.3 | 4% | -10% | 4% | -7% | -12
Cc1cc(Br)ccc1SCC(=O)NCC(c1ccco1)N1CCCCC1 (stereo not drawn) | 12% | -4% | -5.3 | 13% | -10% | 4% | -17% | -7

# Quoted at random: 3 entries already listed, in no set order.
Molecule | EPAC1 agonist | EPAC1 antag | IL-2 act | Abeta yeast res | WRN helicase inh | FUS yeast rescue | PLK1 PBD inh | PI5P4K alpha inh
C=C(C)CN(CC)C(=O)CN1C(=O)NC2(CCc3ccccc32)C1=O (stereo not drawn) | 3% | ? | -0.1 | 3% | -2% | 3% | -6% | 3
Cc1cccc(NC(=O)[C@H](C)NC(=O)[C@@H]2Cc3ccccc3CN2C(=O)OC(C)(C)C)c1 | -8% | 6% | -0.1 | 8% | 8% | 13% | -1% | 3
COc1ccc(CN2CCN(S(=O)(=O)c3ccc(NC(C)=O)cc3)CC2)cc1 | 1% | -1% | -4.2 | -7% | 9% | -24% | -4% | 0

# (listing goes on)
Molecule | EPAC1 agonist | EPAC1 antag | IL-2 act | Abeta yeast res | WRN helicase inh | FUS yeast rescue | PLK1 PBD inh | PI5P4K alpha inh
COc1ccc(NC(=S)NNC(=S)Nc2cccc(C(F)(F)F)c2)cc1 | 13% | -29% | -3.2 | -2% | ? | -1% | ? | -78*
O=C(c1ccccc1)c1ccc(OCC(O)CN2CCCC2)cc1 (stereo not drawn) | 7% | -11% | -4.0 | -1% | 4% | 1% | -4% | -2
C/C(=N/NC(=O)CCc1c(C)n[nH]c1C)c1cccc([N+](=O)[O-])c1 | 2% | 8% | -0.6 | 2% | 9% | -5% | 3% | 2
O=C(COC(=O)c1cccc(S(=O)(=O)Nc2ccc(F)cc2)c1)NCCN1C(=O)CSC1=O | 8% | 7% | -0.8 | 1% | 1% | 0% | -2% | 2
CCOC(=O)c1nnn2c1nc(SCC(C)=O)c1ccccc12 | 1% | 15% | 2.0 | -8% | -15% | -17% | 1% | 0
NC(=O)c1ccccc1OCCOc1ccc(Br)cc1 | 5% | 16% | -0.1 | -17% | -2% | 14% | 1% | 0
CC(=O)c1ccc(OCc2ccccc2)c(C)c1O | -6% | 4% | 2.5 | 3% | -3% | -15% | 5% | 23
O=C(NCCC1=CCCCC1)C1CCN(S(=O)(=O)c2ccc(Br)s2)CC1 | 6% | 7% | -0.3 | -6% | 11% | 3% | -2% | 3
O=C(Nc1ccc(Cl)c(S(=O)(=O)N2CCOCC2)c1)C1=NN(c2ccccc2)C(=O)CC1 | 2% | -7% | -0.1 | 6% | -26% | ? | -1% | -12
CCN(CC)S(=O)(=O)c1ccc2c(c1)nc(SCn1nnc3ccccc3c1=O)n2CC | 11% | 0% | -0.4 | 19% | 0% | 3% | ? | -3
